From PubChem BioAssay
V1R ag counter: V1a receptor agonism, counter-screen for OXTR agonists; CHO-V1R cells, Fluo-8 calcium fluorescence, agonist mode; 0% DMSO, 100% 3 nM vasopressin; P37288; actives 0.25% (n = 320,000); activation, % at 3 µM; AID 2797;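 active = activation above the mean activation of all tested compounds plus 3 SD, per screening run, cut at about 20% in these data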;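 note: signal is peak over basal fluorescence ratio across a 100 second FLIPR read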
Target sequence (P37288 whole entry, looked up): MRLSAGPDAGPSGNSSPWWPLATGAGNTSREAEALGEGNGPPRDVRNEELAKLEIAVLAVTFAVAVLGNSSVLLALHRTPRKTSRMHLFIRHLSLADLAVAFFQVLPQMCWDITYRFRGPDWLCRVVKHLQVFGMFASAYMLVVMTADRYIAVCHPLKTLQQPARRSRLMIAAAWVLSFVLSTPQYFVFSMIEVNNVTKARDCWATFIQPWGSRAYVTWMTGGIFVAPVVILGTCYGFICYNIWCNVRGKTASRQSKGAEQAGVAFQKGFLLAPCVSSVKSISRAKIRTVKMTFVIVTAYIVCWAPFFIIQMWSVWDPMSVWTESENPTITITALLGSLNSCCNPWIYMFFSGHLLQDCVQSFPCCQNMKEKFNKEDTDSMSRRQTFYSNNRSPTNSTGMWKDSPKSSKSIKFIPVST
OXTR ag: human OXTR agonism; P30559; CHO-OTR cells, Fluo-8 calcium fluorescence; normalized: DMSO 0%, oxytocin 100%; activation, % at 3 µM; actives 0.32% (n = 320,000); AID 2435;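 active = activation above the mean of all tested compounds plus 3 SD, cutoff set per screening run, cut at about 20% in these data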;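 note: peak over basal fluorescence ratio from a 100 s FLIPR kinetic read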
CHO parental Ca: counter-screen for OX1R antagonists: effect in parental CHO cells. parental CHO-K1, ATP-induced calcium, Fluo-8 fluorescence. inhibition, % at 5.6 µM. actives 0.63% (n = 330,000). AID 463079;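 active = inhibition above that plate's mean sample inhibition plus 3 SD, cut at about 26% in these data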;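 note: 0% = ATP-challenged DMSO wells and 100% = DMSO wells without ATP; some compounds past the cut are filed as inactive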
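Test system: untransfected parental CHO cell line. Compound: one dose, 5.6 µM nominal. Detection: intracellular calcium via Fluo-8 no-wash fluorescent dye. Measure: % inhibition. Benchmarks: ATP-challenged DMSO wells low, unchallenged DMSO wells high.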
GPR7 antagonist: human neuropeptides B/W receptor 1 antagonism. actives 1.1% (n = 290,000). inhibition, % at 4.4 µM. GPR7-expressing cells, fluorescence antagonist assay. P48145; in the data active = inhibition above about 16%, passing the limit was not always enough;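 note: cells stimulated with the agonist NPW; 0% = agonist with vehicle and 100% = vehicle without agonist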
Target sequence (P48145 whole entry, looked up): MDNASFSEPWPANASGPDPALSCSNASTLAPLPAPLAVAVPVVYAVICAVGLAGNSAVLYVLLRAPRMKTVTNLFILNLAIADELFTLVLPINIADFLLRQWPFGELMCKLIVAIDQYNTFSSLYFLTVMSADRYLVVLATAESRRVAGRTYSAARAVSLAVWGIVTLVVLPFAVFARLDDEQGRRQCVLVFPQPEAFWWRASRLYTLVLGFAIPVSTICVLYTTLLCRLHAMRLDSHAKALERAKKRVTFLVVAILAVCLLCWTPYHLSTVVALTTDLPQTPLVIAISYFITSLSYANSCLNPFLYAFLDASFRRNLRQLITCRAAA
CHO-K1 Ca antag: nonselective inhibitor or artifact in parental CHO-K1 cells | ATP-induced calcium, Fluo-8 fluorescence | inhibition, % at 3 µM | actives 0.6% (n = 360,000);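 active = inhibition above a per-plate cutoff, the plate's mean sample inhibition plus 3 SD, cut at about 24% in these data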;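 note: 0% = DMSO plus EC80 ATP and 100% = DMSO alone without ATP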
TAAR1 antagonist: human TAAR1 antagonism. Q96RJ0. CHO RD-HGA16 TAAR1, Fluo-8 calcium fluorescence, antagonist. inhibition, % at 3 µM. actives 1.5% (n = 360,000). AID 624466;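 active = inhibition above a per-plate cutoff, the mean inhibition of test compounds on that plate plus 3 SD, cut at about 49% in these data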;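 note: 0% = DMSO plus EC80 beta-PEA response and 100% = DMSO alone without agonist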
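System: CHO RD-HGA16 cells bearing hTAAR1. Reagent: EC80 β-phenethylamine stimulus. Schedule: seeding 17-24 h prior, 75-min 37 °C, 30-min RT dye loading. Signal: Fluo-8 intracellular calcium dye fluorescence, real-time kinetic reads. Read-out: % inhibition from peak post-agonist over basal fluorescence ratio. Benchmarks: vehicle wells and EC80 agonist wells. Replicates: n of 1.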
CHO-K1 Ca ag: M1 agonist counterscreen hit in parental CHO-K1 cells; activation, % at 3 µM; actives 0.48% (n = 360,000); Fluo-8 calcium fluorescence; scaled to maximal ATP response, vehicle zero; in the data active = activation above about 15%;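 note: untransfected CHO-K1 host cells lacking M1 receptor as counterscreen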
OXTR potentiator: human OXTR potentiation; activation, % at 3 µM; P30559; actives 0.061% (n = 320,000); CHO-OTR cells, Fluo-8 calcium fluorescence, potentiator mode; 0% = oxytocin EC15, 100% = EC100;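 active = activation above that plate's cutoff, the mean activation of tested compounds plus 3 SD, cut at about 6.6% in these data, passing the limit was not always enough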;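 note: 100% uses oxytocin at 75 nM as the full agonist control; some results filed as inactive read as strong as hits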
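Assay system: CHO cell line stably expressing human OTR | Also added: Oxytocin at about EC15, sub-maximal agonist stimulus | Times: Compound 6 min at room temperature before oxytocin, 100 s read | Measured by: Fluo-8 intracellular calcium fluorescence, ex 470-495, em 515-575 nm | Controls: EC15 oxytocin alone as 0%, 75 nM oxytocin as 100%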
M1 PAM parental: M1 PAM counterscreen hit in parental CHO-K1 cells; ATP EC20, Fluo-8 calcium fluorescence; 0% at ATP EC20, 100% at ATP max; activation, % at 3 µM; actives 0.02% (n = 360,000); AID 602247;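 active = activation above the run cutoff, the mean activation of all test compounds plus 3 SD, cut at about 40% in these data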;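 note: peak over basal fluorescence ratio in a 140 s read after ATP addition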
An asterisk follows results filed as active; · = no result given. An excerpt; rates above refer to the full screens.

compound	V1R ag counter	OXTR ag	CHO parental Ca	GPR7 antagonist	CHO-K1 Ca antag	TAAR1 antagonist	CHO-K1 Ca ag	OXTR potentiator	M1 PAM parental
FC(F)(F)c1cccc(-n2nnnc2C2(N3CCOCC3)CCCCC2)c1	-1.3	-0.4	-14	7	2	7	-0.5	4	7
COc1ccccc1CCNC(=O)CCC(=O)N1CC2C[C@@H](C1)Cn1c2cccc1=O	-0.3	0.0	-9	-1	-6	-29	0.2	1	25
CCN(CC)c1ccc(N=Cc2c(O)n(-c3cc(OC)ccc3OC)c(=O)[nH]c2=O)cc1	0.5	0.3	1	-1	-12	1	0.6	-14	12
C=CCN1C(=O)/C(=C/c2cc(C)n(-c3ccccn3)c2C)C(=O)NC1=S	0.8	1.7	-3	-3	-10	-6	0.9	4	11
CC(C)OC1CCCC(O)C1CC(=O)O (centres undefined)	-0.1	-0.6	-8	0	-17	-13	1.5	-10	21
OC12ONC(c3ccccn3)C1N1CCC2CC1 (centres undefined)	0.5	0.1	3	-7	6	-10	-0.5	-7	4
CCCCCCC(=O)c1c(O)n(-c2ccc(OC)cc2)c(=O)[nH]c1=O (tested in a mixture with another compound)	0.9	0.2	-7	-7	-1	-19	0.1	-2	-7
COC1=CC(=O)O[C@@H](/C=C/c2ccccc2)C1	0.4	-0.6	-8	·	-3	4	3.2	-1	12
O=C1C=C2C=C[C@H]3C[C@]2(O1)[C@@H]1CCCCN13	1.5	0.7	1	-9	-9	-11	0.9	-6	18
CC(=NNC(=S)N1CC2CCC(CC2)C1)c1nccs1	·	·	·	·	6	-9	-0.4	·	-8
CCN1CCN(Cc2cc(OC)c(OC)cc2[N+](=O)[O-])CC1	0.2	0.0	-2	-8	·	7	·	-2	·
O=c1cccc2n1CC1CC2CN(c2ncnc3c2cnn3-c2ccc(Cl)cc2)C1 (centres undefined)	-0.1	-0.2	-4	·	6	-5	0.0	-14	-5
Cc1ccc(OP(=O)(O)Oc2ccc(C)cc2)cc1	-0.1	-0.5	5	0	1	8	0.5	-15	5
Clc1ccc(N2CC2c2ccncc2)cc1 (centres undefined)	2.8	0.2	-6	-2	10	-13	1.1	-14	6
O=S(=O)(c1ccccc1)N1CCN2CCCC2C1 (centres undefined)	0.4	0.1	-5	-11	-6	-5	0.0	-5	13
CCn1c(O)c(C=Nc2ccc(S(N)(=O)=O)cc2)c(=O)n(CC)c1=S	1.7	1.8	1	-5	-4	-14	0.5	-1	9
COc1ccc(C(CC(=O)N2CCC3(CC2)OCCO3)NS(=O)(=O)c2ccc(F)cc2)cc1 (centres undefined)	0.9	-0.2	-14	-11	-4	-3	0.7	-2	0
C[C@H]1CCC/C=C/C2C[C@H](O)CC2[C@H](O)/C=C/C(=O)O1 (some centres undefined)	0.1	-0.1	-2	-3	-10	·	0.9	1	22
CN(C)C1=NC(N(C)C)=NP(N(C)C)(N(C)C)=N1	0.3	3.4	-5	-9	-6	-1	0.3	-3	16
CCOc1ccc(NC(=O)c2c(C)nn(Cc3ccccc3)c2Cl)cc1	4.0	0.5	-7	3	2	64*	12	-3	18
CCOP(=S)(OCC)c1ccc(N(C)C)cc1	-1.1	-0.9	-20	-8	-13	0	-0.7	-3	7
COC(=O)C1C(O)CC2CCC1N2C (centres undefined)	0.3	0.5	-6	·	-3	0	0.7	-6	-11
CS(=O)(=O)c1ccc(C2=C(CNC(=O)c3cccnc3)[C@H]3CC[C@@H](C2)N3Cc2ccccc2)cc1	·	·	·	·	-9	-3	0.2	·	1
C=C(C)Cn1c(=O)n(CC2CS2)c2ccccc21 (centres undefined)	-1.1	-2.1	-24	-4	-4	4	0.2	-2	19
COc1ccc(OC)c(C(c2c(O)c3ccccc3oc2=O)c2c(C)n(C)n(-c3ccccc3)c2=O)c1 (centres undefined)	-0.2	-0.2	15	-16	-8	-5	0.7	-2	9
Cc1cc(OCC(=O)N2C[C@H]3C[C@@H](C2)c2cccc(=O)n2C3)c2c(C)cc(=O)oc2c1	0.8	0.5	-8	11	18	-2	0.0	-3	-3
CC1=NN(c2ccccc2)C(=O)/C1=C/c1c(O)[nH]c(=S)[nH]c1=O	-0.1	0.7	-6	1	-13	-6	0.1	1	7
c1cc2c(cc1-c1ccc3c(c1)OCO3)CNCc1cnnn1-2	·	·	·	·	12	-9	2.0	·	8
CCc1cc2c(cc1-c1csc(C/C(N)=N/O)n1)C(C)(C)CCC2(C)C	·	·	·	·	0	-12	-0.5	·	10
CCCCNC(=O)Nc1ccc(C(O)(C(=O)OCC)C(F)(F)F)cc1 (centres undefined)	2.2	1.9	3	-3	-5	-2	1.3	-1	11
COc1ccccc1CN1CCN(C(=O)COc2cccc(C)c2)CC1	0.8	0.8	-11	15*	-7	-4	0.6	-8	18
O=Cc1cn(Cc2cccc([N+](=O)[O-])c2)c2ccccc12	4.1	2.2	-7	2	-8	16	2.5	-8	19
C=CCc1cc(C=C2C(=O)N(C)C(=O)N(C)C2=O)cc(OCC)c1OCc1ccccc1	-0.6	-2.4	-15	3	-5	-17	0.3	-6	23
Cc1ccc(S(=O)(=O)N2CN3CCN(C3)C2)cc1	0.2	0.7	8	2	-11	-28	0.2	-10	18
O=C(O)c1cc2ccccc2oc1=O	0.8	2.6	-5	-13	-21	-17	0.5	-5	27
C=C(C)C(Cc1c(OC)ccc(C(=O)/C=C/c2ccc(O)cc2)c1O)OO (centres undefined)	5.1	3.9	-2	·	-5	54*	4.3	-8	-6
COc1ccc(C(C)=O)cc1CC(C(=O)c1ccc(F)cc1)N(C)C (centres undefined)	0.0	-0.6	-16	2	2	-18	0.8	-1	-1
Clc1ccc(C2N3CCCN23)c(Cl)c1 (centres undefined)	-0.1	0.8	4	-10	-11	1	-0.3	1	13
O=C(c1cccc2ccccc12)C1CCCN(C2CCC2)C1 (centres undefined)	0.8	0.2	-20	-7	-2	-5	-0.4	0	16
CC1=C(/C=C/c2ccccc2)CCN(C)C1	1.6	2.8	-7	-10	-2	30	3.1	-1	12
c1ccc(C(OCCN2CCNCC2)c2ccccc2)cc1	1.2	1.3	-11	-5	-22	13	1.3	2	32
O=c1c2ccccc2nc(N2CCCC2)n1-c1ccc(Cl)cc1	1.0	-2.4	-31	-8	-5	-15	2.2	-5	26
COC(=O)CC1(Cc2ccccc2)C(=O)NC(=O)NC1=O	-0.3	0.7	12	7	-9	-8	0.0	-20	-8
COc1ccccc1N1C(=O)NC(=O)/C(=C\c2cnn(-c3ccccc3)c2)C1=O	1.2	0.6	-9	-18	4	11	0.1	-8	-3
O=C(c1ccc(-c2ccccc2)cc1)C1CCCN(Cc2ccn[nH]2)C1 (centres undefined)	3.9	4.8	-17	-3	-10	-26	3.3	-16	17
CC1(CCl)CN1S(=O)(=O)c1ccccc1 (centres undefined)	2.2	0.8	0	-13	-7	-19	-0.2	-3	6
O=C(c1cccs1)N1CCC(C(=O)O)(c2ccccc2)CC1	·	·	·	·	-25	-5	1.3	·	34
COc1cc(/C=C/c2nc3ccccc3c(=O)n2-c2ccccc2O)ccc1O	11	7.6	-4	-13	6	30	9.0	-14	-6
CCSC1=NN1c1cc(C)nc(N)n1	1.9	0.0	-4	3	-13	-19	4.5	-1	9
O=C(NP(=O)(N1CC1)N1CC1)c1cc(I)ccc1I	·	·	·	·	-7	-11	1.4	·	0

Next part
compound	V1R ag counter	OXTR ag	CHO parental Ca	GPR7 antagonist	CHO-K1 Ca antag	TAAR1 antagonist	CHO-K1 Ca ag	OXTR potentiator	M1 PAM parental
CCC(=Nc1ccc(OC)cc1OC)c1c(O)n(C)c(=O)n(C)c1=O	5.2	3.8	5	-6	12	14	0.9	-10	2
Nc1ccc(-c2ccc(N)cc2)cc1	·	·	·	·	-10	-7	0.4	·	14
Cc1ccc(OP(=O)(NC(C)c2ccccc2)Oc2ccc(C)cc2)cc1 (centres undefined)	0.0	-0.8	-14	-6	-7	4	1.1	-6	3
CCOC(=O)C1CCN(Cc2ccc(Cl)nc2)CC1	0.2	-0.6	-7	-9	10	-5	-0.2	-13	16
COC(=O)C1=C(c2ccc(F)cc2OCc2ccccc2)C[C@@H]2CC[C@H]1N2C(=O)NCc1ccccc1Cl	4.0	0.4	-19	·	5	15	0.0	-9	-26
Cc1nn(Cc2ccccc2)c(C)c1C=C1C(=O)NC(=S)NC1=O	7.9	-1.3	-2	-1	18	-2	-0.2	-9	-15
Cc1ccc(CNC2=NCCS2)cc1	-0.9	0.1	-16	-3	-11	-13	2.7	-10	9
COc1ccc(Br)cc1CN1CCN(CCO)CC1	1.0	0.5	-1	-7	-14	-12	0.4	2	12
c1ccc(-c2ccc3c(c2)CNCc2cnnn2-3)cc1	·	·	·	·	-2	-2	1.0	·	0
O=C(NC[P+](=O)O)OCc1ccccc1	-0.6	0.8	6	-6	-2	-17	0.3	-6	26
N#Cc1ccc(Cn2cc(C=O)c3ccccc32)cc1	0.9	2.2	1	-2	-10	3	0.9	-17	3
CNc1ccc2oc(C[C@H]3O[C@@]4(CC[C@H]3C)O[C@H]([C@H](C)C(=O)c3ccc[nH]3)[C@H](C)C[C@H]4C)nc2c1C(=O)O	15	75*	59*	·	49*	106*	33*	-26	-5
O=C1NC(=O)C(=Cc2ccc3c(c2)OCO3)C(=O)N1	-0.1	1.6	-7	-9	·	2	·	-4	·
COc1ccc2c(c1)C13CCN4CC5=CCOC6CC(=O)N2C1C6C5CC43 (centres undefined)	·	·	·	·	2	-13	0.7	·	5
CC1CCCCN1C(=O)Cn1cc(C=C2C(=O)N(C)C(=O)N(C)C2=O)c2ccccc21 (centres undefined)	1.2	0.5	-8	-17	11	-2	0.1	5	-5
CC1(C(O)(C#CCN2CCCCC2)c2ccccc2)CCCC1 (centres undefined)	1.5	1.5	-15	18	-8	-6	1.1	-10	10
CCC(C)(O)C(=O)OC1C(=O)OC2CC3C(C)=CC(=O)C(O)C3(C)C3C4(O)OCC23C1C(C)C4O (centres undefined)	·	·	·	·	-7	-23	-0.5	·	2
CCCCN1C(=O)C(C2c3ccccc3C(=O)N2Cc2ccccc2)C(=O)NC1=S (centres undefined)	-0.1	0.1	-12	-11	-1	3	0.4	-2	1
CN1CCc2nc(N)c(C#N)c(-c3ccccc3)c2C1	0.4	1.9	-4	-2	-14	20	0.1	-1	1
O=C(COc1ccc(Br)cc1)N1CCN(Cc2ccncc2)CC1	·	·	·	-7	-9	-1	1.5	·	15
